A549 viability – Nrf2 qHTS screen for inhibitors: counterscreen for cytotoxicity. Potency, µM (top dose mostly 46 µM), without a hit: at the highest dose activity change, negative = cytotoxicity, actives largely listed as inhibitors. A549 ARE-Fluc cells, CellTiter-Fluor viability, 18-24 h. 390,000 tested, 0.16% active. AID 504648, 2011; also: potency is read from the fitted curve at half-maximal effect; % is scaled to controls: 0 for no effect and ±100 for the full control effect
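A549 ARE_Fluc cells in 5% FBS OPTI-MEM were exposed to compounds in concentration-response for 18-24 h at 37 deg C. Viability was read by CellTiter-Fluor fluorescence (Ex 405/Em 525) after 30 min, before the luciferase read.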
CCT modulator – High-Throughput Screening for Modulators of Cytosolic Chaperonin Activity; activity change, % (no concentration beside the values), hits read low; 360,000 tested, 0.3% active; purified chaperonin ATPase assay, HTRF ADP detection, 30 min; AID 651819, 2012; in the data active = activity change below about -30%; also: % is scaled to controls: 0 for no effect and ±100 for the full control effect
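ATPase activity: ADP formed was measured by HTRF Transcreener (665/615 nm ratio) after 30 min at 37 deg C with 10 uM ATP. Compounds screened at one 76 uM concentration against 40 or 20 nM TRiC in Tris pH 7.4/KCl/MgCl2/DTT buffer.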
Nrf2 activator – qHTS of Nrf2 Activators; AREc32 ARE-luciferase reporter (MCF7-derived line), luminescence, 24 h; Potency, µM (titrated, usually from 46.1 µM), for the others: at the highest dose activation, usual class: activators; 410,000 tested, 0.31% active; AID 624171, 2012; also: potency is read from the fitted curve at half-maximal effect; % of control where 0% means no effect; nearly all actives have a fitted effect of over 65% in size
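Steps: seed AREc32_Fluc cells (1000/well, 5% FBS OPTI-MEM); incubate overnight at 37 deg C; add 23 nL compound; incubate 24 hr; add Steady-Glo; hold 30 min RT; read luminescence.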
Abeta yeast res – qHTS for compounds that reverse cellular toxicity of Amyloid beta (A-beta) peptide in yeast: Primary Screen; yeast expressing A-beta42, growth rescue, OD600, 48 h; response scale: 0% DMSO, 100% iron-clioquinol control; Potency, µM (top dose mostly 46.1 µM), without a hit: at the highest dose growth rescue, usual class: activators; 410,000 tested, 0.063% active; AID 1347071, 2019; also: potency is read from the fitted curve at half-maximal effect; nearly all actives have a fitted effect of over 55% in size
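Yeast growth medium received pinned compounds, then yeast cells expressing toxic A-beta were added; plates incubated at 30 C for 48 hr. Growth read as absorbance at 600 nm, normalized to DMSO and equimolar FeCl3 plus clioquinol controls.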
Akt phos inh – HTS Assay for Inhibitors of Akt Phophorylation: Primary Screen | Neuro2A IGF-stimulated pAkt S473 HTRF, 20 min; stronger effect = lower value | activity change, % for hits at 50 µM | 360,000 tested, 0.32% active; in the data active = activity change below about -80%; inconclusive = mostly about -51% to -80%; also: % is scaled to controls: 0 for no effect and ±100 for the full control effect
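Single-point screen (50 µM final compound) in Neuro2A cells stimulated 20 min with 6 nM IGF at 37 deg C. After lysis, Ser473-phosphorylated Akt read by HTRF (ex 330 nm, em 615/665 nm) as the 665/615 ratio.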
Mm-Cpn inhibitor – Inhibitors of TCP-1 ring complex (TRiC) of Methanococcus maripaludis (MmCpn): qHTS; Chaperonin Mm-Cpn (Methanococcus maripaludis); 330,000 tested, 0.031% active; AID 504842, 2011; purified Mm-Cpn ATPase, ADP Transcreener TR-FRET; Potency, µM (titrated, usually from 76.9 µM), for the others: top-dose activity, negative = inhibition, most hits filed as inhibitors; also: potency is read from the fitted curve at half-maximal effect; % is scaled to controls: 0 for no effect and ±100 for the full control effect; nearly all actives have a fitted effect of over 80% in size
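Eu-cryptate anti-ADP/ADP-d2 competition gives a ratio inversely related to ADP. Enzyme at 25 nM was pre-exposed to compound for 10 min, then given 10 uM ATP for 30 min, 37°C throughout.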
TGFb SMAD3 inh – qHTS for Inhibitors of TGF-b | Potency, µM (titrated, usually from 46.1 µM), without a hit: at the highest dose activity, negative = inhibition, hits mostly inhibitors | AID 588855, 2011 | HepG2 CAGA-GFP TGF-b/SMAD3 reporter, GFP fluorescence, 18 h; TGF-beta stimulated, 500 pg/mL final | 410,000 tested, 1.2% active; also: potency is read from the fitted curve at half-maximal effect; % is scaled to controls: 0 for no effect and ±100 for the full control effect; nearly all actives have a fitted effect of over 65% in size
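Using HEPG2 CAGA-GFP reporter cells at 1000 cells/well, we pinned test compounds, stimulated with recombinant TGF-beta (500 pg/mL final) and measured total well GFP after 18 h.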
Nrf2 block – Nrf2 qHTS screen for inhibitors | 360,000 tested, 2.1% active | A549 ARE-Fluc reporter, luciferase luminescence, 18-24 h | Potency, µM (highest dose often 46 µM), for the others: at the highest dose activity change, negative = inhibition, hits mostly inhibitors; also: potency is read from the fitted curve at half-maximal effect; % is scaled to controls: 0 for no effect and ±100 for the full control effect; nearly all actives have a fitted effect of over 60% in size
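Reporter: ARE-Fluc in A549. Exposure: 18-24 h, 37 °C, 5% CO2, 5% FBS OPTI-MEM. Readouts: fluorescent cytotoxicity (CellTiter-Fluor), then luminescent Nrf2 signal after BugLite.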
HepG2 viability – qHTS for Inhibitors of TGF-b: Cytotox Counterscreen | HepG2 CAGA-GFP viability, ATP luminescence, 18 h | Potency, µM (top dose mostly 46.1 µM), for the others: top-dose activity change, negative = cytotoxicity, actives largely listed as cytotoxic | 410,000 tested, 0.76% active; also: potency is read from the fitted curve at half-maximal effect; some results filed as inactive show a strong effect at the top dose
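HepG2 CAGA-GFP cells (1000/well, DMEM with 1% FBS) received compound, then TGF-beta at 500 pg/mL final, and were incubated 18 hours at 37 degrees C. Viability was read by CellTiter-Glo luminescence. Media-only wells were set as complete cell-killing and DMSO as no toxicity.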
* hit, by the source's call; i = inactive; ? = inconclusive; . = not tested or not shown; & = joins results of further samples. Unless noted, calls follow the shape of the dose curve; as a rule, active = well fitted curve in the direction sought with a large enough effect; inconclusive = small, poorly fitted or top-dose-only effect, or another doubt; inactive = no such curve, though single readings can be large; an effect the other way counts as inactive or inconclusive. Rows are unselected (roughly 4.3% active in at least one column).

SMILES	A549 viability	CCT modulator	Nrf2 activator	Abeta yeast res	Akt phos inh	Mm-Cpn inhibitor	TGFb SMAD3 inh	Nrf2 block	HepG2 viability
COc1cc(C)nc(OCCNC(=O)COc2ccc(Cl)cc2Cl)n1	-2%	1.6	0.0%	-6%	i	-1%	3%	-16%	-1%
CC(C)CCNC(=S)NC1CCCC1	-3%	0.1	-0.6%	11%	i	0%	-9%	-17%	7%
O=C(Oc1ccccc1OC(=O)N1CCOCC1)N1CCOCC1	-8%	-0.1	0.2%	8%	i	-1%	2%	?	-24%
O=C(CSc1ncccc1-c1nc2ccccc2[nH]1)N1CCc2ccccc21	-3%	1.6	6.1%	-8%	i	-14%	0%	?	-40%
CCN(CC)CCNC(=O)c1c(C)oc2ncn(C)c(=O)c12	4%	.	1.0%	-18%	.	.	0%	?	-2%
Cc1onc(-c2c(Cl)cccc2Cl)c1C(=O)c1c[nH]c(C(=O)NC2CC2)c1	-1%	0.4	-0.3%	1%	i	0%	7%	-21%	-2%
O=C(c1ccco1)N1CCN(Cc2cc(=O)oc3cc(O)ccc23)CC1	3%	-1.0	0.3%	21%	i	-3%	12%	?	7%
CC(C)CN(CC(C)C)C(=O)c1cc2c(=O)n3ccccc3nc2s1	0%	1.1	2.3%	-10%	i	-5%	?	-10%	-32%
Cc1nc(SCC(=O)NCC2CCCO2)[nH]c(=O)c1C (stereo not given)	-4%	1.6	-0.3%	0%	i	1%	12%	-9%	-7%
O=C(CSc1nnc2ccc(-c3ccncc3)nn12)Nc1ccc(F)cc1	-1%	-2.0	1.8%	-1%	i	-2%	0%	-12%	-6%
Cc1cccc(NC(=O)CCSc2ccccn2)c1	2%	-1.5	0.2%	0%	i	?	1%	?	13%
CCC(C)C(=O)Nc1nc(C)c(-c2csc(Nc3ccc(Cl)cc3)n2)s1 (stereo not given)	?	0.7	3.9%	7%	i	-27%	?	16µM*	-8%
O=C(CC1Oc2ccccc2NC1=O)NCCCN1CCN(Cc2ccccc2)CC1 (stereo not given)	-1%	-2.1	-0.7%	6%	i	-1%	7%	8%	5%
C/C(CC(=O)Nc1ccc(C)c(Cl)c1)=N\NC(=O)C1CCCCC1	11%	1.4	2.7%	16%	i	-1%	-20%	4%	-4%
COCCCN1C(=O)c2[nH]nc(-c3cc(C)ccc3O)c2C1c1ccc(F)cc1 (stereo not given)	0%	.	13%	-5%	.	.	-18%	0%	-27%
O=C(OCN1C(=O)c2ccccc2C1=O)c1cccnc1SC(F)F	0%	1.1	-0.2%	7%	i	-3%	-1%	-7%	-10%
CC1(C)CC(=O)C(C=NCCN2CCN(C(=O)C34CC5CC(CC(C5)C3)C4)CC2)=C(O)C1	-6%	0.4	-0.6%	-17%	i	-2%	-33%	3%	-10%
CCCCOC(=O)c1ccc(NC(=O)CSc2nc3c(c(=O)[nH]2)CCC3)cc1	12%	.	-0.3%	0%	.	.	-3%	?	-2%
Cc1ccc(N(C(=O)c2snc(C(N)=O)c2N)C(C(=O)NCc2ccccc2)c2ccncc2)c(C)c1 (stereo not given)	-22%	-0.9	2.1%	6%	i	0%	20%	-12%	1%
CC(C)c1nn2c(=O)cc(COC(=O)c3cccc(NC(=O)c4ccccc4F)c3)nc2s1	-1%	.	0.5%	-7%	.	.	4%	.	-2%
CCOc1ccc(Nc2sc(C(=O)c3ccc(F)cc3)c(N)c2S(=O)(=O)c2ccc(C)cc2)cc1	9%	.	-0.3%	-11%	.	.	4%	.	1%
COc1ccc(NC(=O)C2Cc3c(-c4ccccc4Oc4ccccc4)ccnc3O2)cc1 (stereo not given)	.	0.4	-0.6%	10%	i	.	-15%	.	0%
CNC[C@@H]1Oc2ccc(NS(=O)(=O)c3ccc(OC)cc3)cc2CC(=O)N([C@H](C)CO)C[C@@H]1C	-5%	2.8	-0.7%	3%	i	2%	18%	-9%	16%
O=C(C[C@@H]1C/C=C\CC[C@H](Cc2ccc(F)cc2)C(=O)OC[C@@H]2CCCN2C1=O)NCCO	0%	-0.6	0.0%	-2%	i	0%	-7%	-5%	0%
COc1cc(NC(=O)CSCc2ccc(Cl)cc2Cl)c(C(=O)O)cc1OC	-6%	-1.6	0.2%	16%	i	0%	-6%	-3%	10%
CCOc1ccc2nc3c(cc2c1)CN(CCOC)C(=NCCOC)S3	4%	-1.2	3.1%	-10%	i	2%	4%	?	-21%
Cc1cc(NC(=O)COC(=O)C2CC(=O)N(c3ccccc3Cl)C2)no1 (stereo not given)	0%	-3.0	-1.9%	-15%	i	0%	9%	-1%	-5%
COc1ccc(OC)c(CCNC(=O)c2c(C)oc3ncn(CC(C)C)c(=O)c23)c1	17%	.	2.6%	-22%	.	.	-26%	-19%	-27%
O=C1CCCCCCC(=O)[C@H](O)C[C@H](c2ccccc2)O1	.	1.5	0.2%	-5%	i	.	.	.	.
O=C(NCc1ccco1)c1c2c(nc3ccccc13)CCC2	-10%	1.9	10%	-4%	i	-2%	0%	30%	9%

Some values from the list:
HepG2 viability result of CNC[C@@H]1Oc2ccc(NS(=O)(=O)c3ccc(OC)cc3)cc2CC(=O)N([C@H](C)CO)C[C@@H]1C : 16%
Nrf2 activator result of O=C(C[C@@H]1C/C=C\CC[C@H](Cc2ccc(F)cc2)C(=O)OC[C@@H]2CCCN2C1=O)NCCO : 0.0%

Carrying on.
SMILES	A549 viability	CCT modulator	Nrf2 activator	Abeta yeast res	Akt phos inh	Mm-Cpn inhibitor	TGFb SMAD3 inh	Nrf2 block	HepG2 viability
CCN(c1ccccc1)S(=O)(=O)c1ccc(NC(=O)c2nc(S(C)(=O)=O)ncc2Cl)cc1	?	1.8	-2.8%&-5.0%	-30%&-22%	i	-9%	6.3µM*	21µM*	6.3µM*
CCOc1ccc(Oc2nc(C)cc(OC)n2)nn1	9%	-2.6	-0.4%	1%	i	2%	-5%	1%	-2%
CCOc1ccc(C(=O)COC(=O)CC)cc1	6%	-1.2	-0.8%	3%	i	1%	10%	.	-3%
CCc1cc2cc(C)c(C)cc2nc1SCC(=O)Nc1cc(C)on1	0%	-2.1	0.4%	0%	i	-2%	1%	5%	-25%
COC(=O)C(Cc1ccc(O)cc1)NC(=O)C(C)Oc1ccccc1 (stereo not given)	3%	-0.3	-1.4%	-4%	.	2%	?	1%	-5%
Cc1ccc(CN2CCNC(=O)C2CC(=O)N(C)Cc2cnccn2)cc1 (stereo not given)	1%	-1.2	-0.1%	18%	i	-2%	4%	-13%	-7%
NCCCCCCNS(=O)(=O)c1cccc2c(Cl)cccc12	-13%	0.5	-0.6%	-4%	i	.	?	-19%	-49%&-101%
COc1ccc(S(=O)(=O)N2CCCCC2)cc1NC(=O)C1CC(=O)N(c2ccc3c(c2)OCCO3)C1 (stereo not given)	?	0.2	-0.2%	6%	i	1%	?	23µM*	-2%
O=C(CCCN1C(=O)S/C(=C\C=C\c2ccccc2)C1=O)Nc1ccc(C(=O)O)cc1	-11%	-0.4	6.7%	-6%	i	-3%	?	9%	-11%
COc1cccc(NC(=O)C2CCN(S(=O)(=O)c3ccc4[nH]c(=O)oc4c3)CC2)c1	8%	0.2	-0.1%	1%	i	2%	22%	5%	-7%
O=C(NCc1ccco1)c1ccc(-c2ccc(Cl)cc2)o1	1%	-8.3	4.2%	-8%	i	1%	-2%	?	7%
CN(CC(=O)Nc1ccc(Cl)c(C(F)(F)F)c1)C(=O)C1CSC2(C)CCC(=O)N12 (stereo not given)	-17%	1.9	1.2%	16%	i	1%	-26%	-27%	-21%
COc1ccc(C)cc1S(=O)(=O)N(CC(=O)O)c1ccc(C)cc1	8%	0.2	0.3%	1%	i	0%	1%	-1%	-11%
CC(C)c1ccc(NC(=O)C2(C)Cc3c(-c4cccc(C(N)=O)c4)ccnc3O2)cc1 (stereo not given)	.	-0.4	6.2%	-3%	i	.	26%	.	-38%
O=S(=O)(c1ccc(Cl)cc1)N(CCCN1CCOCC1)Cc1cccs1	1%	0.9	-1.0%	-4%	i	1%	22%	-18%	16%
COc1ccc(/C=N/NC(=O)CCC(=O)Nc2ccc(Br)cc2)c(OC)c1	1%	-0.8	9.3%	-13%	i	-2%	?	-12%	-79%
O=C1NC[C@H](Cc2ccccc2)N(C[C@H]2CCCN2C[C@H](Cc2ccc(O)cc2)N2C[C@H](Cc3ccc(O)cc3)N(CC3CCCCCC3)C(=O)C2=O)C1=O	5%	-2.6	4.7%	0%	i	.	0%	-3%	12%
COC(=O)c1ccc2nc(NC(=O)C3CC3)sc2c1	3%	-2.8	-0.5%	-5%	i	-1%	-28%	?	-19%
CCCCNC(=O)CSc1cc(=O)n(C)c2ccccc12	1%	-2.5	-0.3%	-11%	i	-1%	7%	-6%	16%
Cc1ccccc1NC(=O)CCCN1C(=O)C2CC=CCC2C1=O (stereo not given)	-9%	-0.1	0.0%	-4%	i	-2%	0%	-10%	1%
Cc1ccccc1Cn1c2ccccc2c2cnn(CC(=O)N3CCN(c4ccccc4)CC3)c(=O)c21	1%	-1.2	0.1%	-2%	i	2%	?	0%	6%
Cc1ccc(S(=O)(=O)NCc2c(Cl)cccc2Oc2ccccc2)cc1	3%	-4.1	2.5%	-12%	i	0%	?	-14%	3%
